Bioassay records: PubChem, National Center for Advancing Translational Sciences (NCATS)
GoLoco inh red – RGS12 GoLoco-Gai1 interaction inhibition. P63096. Gai1:RGS12 GoLoco peptide FP, rhodamine, 10 min. Potency, µM (doses to about 61.6 µM), for inactives: at the top dose activity, negative = inhibition, usual class: inhibitors. 0.44% of 230,000 active; active means well fitted inhibition curve with a large enough effect, not every such curve was filed as active; inactive means no such curve, though single readings can be large or run the other way; further: on the % scale 0 is the no-effect control and ±100 the full control effect; nearly all actives have a fitted effect of over 30% in size; many of its hits are not listed in these tables
Luc counter – counter-screen: inhibitors of Kinase-Glo firefly luciferase | Kinase-Glo luciferase, ATP luminescence, 8 min | Potency, µM (doses to about 38.3 µM), without a hit: at the top dose activity change, negative = inhibition, hits mostly inhibitors | 0.28% of 200,000 active; further: on the % scale 0 is the no-effect control and ±100 the full control effect; nearly all actives have a fitted effect of over 60% in size
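Compounds were added to a substrate mix at pH 7.2 (50 mM imidazole, 10 uM ATP, within the enzyme's linear range), followed by Kinase-Glo detection reagent; luminescence was measured after 8 minutes at ambient temperature.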
SMN2 splice up – SMN2 splice variant enhancement; HEK293 SMN2-luciferase splicing reporter, luminescence, 30-36 h; Potency, µM (titrated, usually from 46.1 µM), without a hit: at the top dose activity change, positive = activation, hits mostly activators; 2.8% of 210,000 active; further: % of control where 0% means no effect; nearly all actives have a fitted effect of over 55% in size
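qHTS luciferase splicing reporter: luminescence rises when SMN2 exon 7 is included in transfected HEK293 cells. Compound exposure lasted 30-36 h at 37C, with 4.5 mM final sodium butyrate as control, followed by a ONE-Glo read.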
RECQ1 inh – inhibitors of human RECQ1 DNA helicase. P46063. RECQ1 DNA unwinding, red fluorescence kinetic read. Potency, µM (doses to about 57.3 µM), inactives show top-dose activity, negative = inhibition, hits mostly inhibitors. 0.54% of 240,000 active;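 further: plate controls were vehicle for no effect and no enzyme for full effect; nearly all actives have a fitted effect of over 30% in size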
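50 nM RECQ1T1 preincubated 15 min with compound in Tris pH 8.0 buffer with MgCl2, DTT, Tween-20 and 2.5 ug/ml poly(dI-dC); started with 200 nM TAMRA/BHQ-2 forked duplex and 2 mM ATP. Unwinding read as fluorescence (525/598 nm), two reads 2 h apart.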
IMPase Li inh – membrane-permeable IMPase blocker, potentiated with lithium; CHO-M1 cells, IP1 TR-FRET (IP-One), carbachol + lithium; Potency, µM (highest dose often 59.4 µM), for inactives: at the top dose activity, negative = IMPase inhibition, usual class: inhibitors; 0.35% of 210,000 active;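 further: IP1 builds up when IMPase is blocked and the TR-FRET signal falls; plate controls were basal vehicle for no effect and high inhibitor control for full effect; nearly all actives have a fitted effect of over 50% in size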
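Lithium-sensitised IP1 accumulation assay; M1-expressing CHO cells treated 30 min at 37C with compound. Competitive antibody detection by time-resolved FRET followed a 10 min room-temperature lysis step.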
NPSR antag – neuropeptide S receptor (human) antagonism, cAMP; Potency, µM (doses to about 38.3 µM), for inactives: top-dose activity change, negative = inhibition, usual class: inhibitors; 1% of 220,000 active; CHO-NPSR cells, cAMP TR-FRET, antagonist mode; Q6W5P4; AID 1461; further: on the % scale 0 is the no-effect control and ±100 the full control effect; nearly all actives have a fitted effect of over 50% in size; many of its hits are not listed in these tables
Target sequence (Q6W5P4 whole entry, looked up): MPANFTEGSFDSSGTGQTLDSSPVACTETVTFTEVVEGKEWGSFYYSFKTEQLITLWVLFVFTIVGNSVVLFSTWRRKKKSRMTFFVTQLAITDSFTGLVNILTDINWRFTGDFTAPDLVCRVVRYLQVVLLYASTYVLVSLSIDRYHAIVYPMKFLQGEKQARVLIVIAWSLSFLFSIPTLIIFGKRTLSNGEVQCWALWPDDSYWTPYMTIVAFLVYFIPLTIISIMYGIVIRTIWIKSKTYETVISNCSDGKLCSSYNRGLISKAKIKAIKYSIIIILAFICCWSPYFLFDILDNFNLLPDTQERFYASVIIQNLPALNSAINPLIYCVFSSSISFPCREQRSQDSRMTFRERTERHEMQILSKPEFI
JMJD2E inh – blocks human JMJD2E demethylase activity; 1.6% of 230,000 active; Potency, µM (titrated, usually from 57.1 µM), inactives show top-dose activity change, negative = inhibition, hits mostly inhibitors; JMJD2E catalytic domain, FDH-coupled NADH fluorescence (FDH is formaldehyde dehydrogenase); AID 2147; B2RXH2; active means well fitted inhibition curve with a large enough effect, not every such curve was filed as active; inconclusive means small, poorly fitted or top-dose-only effect, or another doubt; inactive means no such curve, though single readings can be large or run the other way;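 further: 0% = wells with enzyme and -100% = buffer wells without enzyme; nearly all actives have a fitted effect of over 50% in size; many of its hits are not listed in these tables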
Target sequence (B2RXH2 1-337 limits assumed): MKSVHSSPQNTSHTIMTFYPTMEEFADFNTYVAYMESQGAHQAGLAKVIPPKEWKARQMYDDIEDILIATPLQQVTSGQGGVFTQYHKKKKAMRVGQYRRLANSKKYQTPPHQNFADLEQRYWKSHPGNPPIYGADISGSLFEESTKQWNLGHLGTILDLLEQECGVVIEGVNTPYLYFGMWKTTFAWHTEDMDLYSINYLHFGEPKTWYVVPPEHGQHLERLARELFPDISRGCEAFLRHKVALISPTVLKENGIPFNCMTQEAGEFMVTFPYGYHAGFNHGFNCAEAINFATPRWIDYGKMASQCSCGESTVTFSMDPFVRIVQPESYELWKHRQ
Epigenetic derep – epigenetic control regulation, reporter derepression. Potency, µM (top dose mostly 53.9 µM), for the others: top-dose GFP activation, usual class: activators. 0.2% of 280,000 active. murine LDR cells, GFP reporter derepression, 30 h. AID 1865; further: % of control where 0% means no effect; nearly all actives have a fitted effect of over 60% in size
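GFP-positive cell count by laser-scanning cytometry (objects 20–120 um) after 30 h, 37 C compound exposure of murine LDR cells; reporter is CMV-GFP integrated at a silenced locus, inducible by HDAC or DNMT inhibitors.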
Active calls of the source: *; i = inactive; ? = inconclusive; nt = no result given; [ ] = another dose, or the depositor's remark. Unless noted, the call rests on the fitted dose curve; in most records, active means well fitted curve in the direction sought with a large enough effect; inconclusive means small, poorly fitted or top-dose-only effect, or another doubt; inactive means no such curve, though single readings can be large; an effect the other way counts as inactive or inconclusive. Potency means the concentration at half of the fitted maximal effect. Only part of the results is shown (hit frequency here may not be typical).

no.	SMILES	GoLoco inh red	Luc counter	SMN2 splice up	RECQ1 inh
1	N#C/C(=C\N1CCNC1=S)C(=O)c1ccc2ccccc2c1	78%[activator][14.2 µM]	-5%[7.66 µM]	-1%[9.22 µM]	nt
2	COc1ccc(C)cc1NC(=O)C(=O)NNC(=O)c1ccco1	9%	2%	-3%	4%
3	Cc1ccc2oc(=O)c3cnn(CC(=O)N(CCCN4CCOCC4)Cc4ccco4)c3c2c1	1%	5%	nt	-4%
4	CCCC(=O)Nc1ccc(NC(=O)c2cccc(OC)c2)nc1	4%	-21%	?	-2%
5	CN1C(=O)c2ccccc2C(C(=O)NCc2ccco2)C1c1c[nH]c2ccccc12 (stereo unspecified)	-5%	-3%	-12%	-6%
6	COC(=O)c1ccc(N2CCCCC2)c(N)c1	15%	1%	22µM*	i
7	Cc1ccccc1C(=O)NC(C(=O)Nc1nc2c(s1)CCCC2)C(C)C (stereo unspecified)	0%	-1%	15%	2%
8	O=C(N1CCN(c2ccccn2)CC1)C(Cl)(Cl)Cl	-3%	-6%	4µM*	-9%
9	C=CCSc1nc2ccccc2n1Cc1nnc(-c2cccs2)o1	120%[activator]	-5%	-55%[inhibitor]	2%
10	Nc1c(Cl)ncnc1N/N=C/c1ccncc1	3%	nt	nt	-8%

no.	IMPase Li inh	NPSR antag	JMJD2E inh	Epigenetic derep
1	0%	nt	nt	nt
2	25%[38.3 µM]	-5%[46.1 µM]	-1%	-3.0%
3	12%	-3%[46.1 µM]	3%	-1.0%
4	0%[38.3 µM]	-7%[46.1 µM]	4%	0.0%
5	-3%[38.3 µM]	-20%[46.1 µM]	0%	0.2%
6	3%	?	?	3.8%
7	2%	-20%	4%	0.0%
8	-3%	5%	7%	0.0%
9	9%[38.3 µM]	-36%[46.1 µM]	?	-4.5%
10	nt	12%	4%	0.0%

Reformatted with two lines to a compound: 2 of the compounds above
Fields – GoLoco inh red, Luc counter, SMN2 splice up, RECQ1 inh, IMPase Li inh, NPSR antag, JMJD2E inh, Epigenetic derep
6) COC(=O)c1ccc(N2CCCCC2)c(N)c1
    15%, 1%, 22µM*, i, 3%, ?, ?, 3.8%
7) Cc1ccccc1C(=O)NC(C(=O)Nc1nc2c(s1)CCCC2)C(C)C (stereo unspecified)
    0%, -1%, 15%, 2%, 2%, -20%, 4%, 0.0%

(listing goes on)
no.	SMILES	GoLoco inh red	Luc counter	SMN2 splice up	RECQ1 inh
11	COc1ccc(C(=O)N2CCN=C2c2ccccc2)cc1OC	-3%	-3%	1%	i
12	Cc1ccc(C(=O)Nc2nnc(C3CCCCC3)s2)o1	0%	-5%	11µM*	13%
13	Cc1cccc2cc(CN(CCN(C)C)C(=S)Nc3ccccc3)c(=O)[nH]c12	-2%	3%	-1%	3%
14	CC(C)C1=Nc2cccc3cccc(c23)N1	1%	3%	5%	-11%
15	CCNc1ccc(Br)cc(C(=O)/C=C/c2ccc3c(c2)OCO3)c1=O	28%	-6%	-33%[inhibitor]	?
16	O=C(NCCCN1CCCC1=O)c1ccc(OCc2ccccc2)cc1	2%	13%	-3%	-2%
17	Cc1cc(C(=O)CSc2nn3c(=O)c(C(C)(C)C)nnc3s2)c(C)n1C	6%	-2%	18%	-14%
18	C/C(=N\O)C(C)(C)Nc1ccc(Br)cc1	0%	nt	nt	-5%
19	O=C(N[C@@H](Cc1ccc(O)cc1)C(=O)O)c1cccnc1	1%	nt	nt	-4%
20	CCn1nc(C)c(/C=N/NC(=O)c2nc3nc(C)cc(C)n3n2)c1C	0%	nt	nt	-7%

no.	IMPase Li inh	NPSR antag	JMJD2E inh	Epigenetic derep
11	11%[38.3 µM]	3%[46.1 µM]	-6%	0.0%
12	28%[38.3 µM]	-16%[46.1 µM]	0%	-1.0%
13	9%	0%	3%	-1.0%
14	18%[38.3 µM]	-3%[46.1 µM]	-3%	-1.1%
15	-1%[38.3 µM]	-13%[46.1 µM]	14µM*	2.4%
16	18%[38.3 µM]	-4%[46.1 µM]	1%	3.2%
17	-10%	-37%	1%	-0.5%
18	nt	-6%	3%	-1.1%
19	-7%	-13%	3%	1.5%
20	nt	5%	2%	0.0%

Overlap with the part before: 2 entries; new compounds follow.
no.	SMILES	GoLoco inh red	Luc counter	SMN2 splice up	RECQ1 inh
19	O=C(N[C@@H](Cc1ccc(O)cc1)C(=O)O)c1cccnc1	1%	nt	nt	-4%
20	CCn1nc(C)c(/C=N/NC(=O)c2nc3nc(C)cc(C)n3n2)c1C	0%	nt	nt	-7%
21	CCOC(=O)c1[nH]c2ccc(OC)cc2c1NC(=S)N1CCN(c2cccc(C)c2C)CC1	14%	3%	-4%	-6%
22	O=C(NCCSCc1c(F)cccc1Cl)c1ccc(CN2CCOCC2)cc1	12%	-3%	-17%	-9%
23	O=C(Nc1ccccc1-c1ccccc1)C1CCC1	-5%	2%	-20%	12%
24	O=C(CSc1nc2ccccc2n1S(=O)(=O)c1cccc([N+](=O)[O-])c1)NCc1cccs1	-4%	2%	18%	-3%
25	O=C(Nc1cc(C(F)(F)F)cc(C(F)(F)F)c1)c1ccc(Cn2cc(C(F)(F)F)ccc2=O)cc1	1%	-5%	0%	-20%
26	CN(C)C=Nc1c(Br)cc(Br)c2nonc12	-93%	-4%	-10%	i
27	CC(=O)/C(=C/Nc1ccc(Oc2ccccc2)cc1)c1ccccc1	7%	2%	-3%	?
28	CCC(=O)N1CCc2cc(S(=O)(=O)NCCC(=O)N3CCN(c4ccccn4)CC3)ccc21	2%	-1%	-5%	-10%
29	CC(C)(C)NC(=O)C(c1ccccn1)N(C(=O)c1ccc2c(c1)OCCO2)C1CCCC1 (stereo unspecified)	5%	-1%	-4%	-15%
30	CCOc1ccc(-n2ccnc2)nn1	-2%	nt	nt	i

no.	IMPase Li inh	NPSR antag	JMJD2E inh	Epigenetic derep
19	-7%	-13%	3%	1.5%
20	nt	5%	2%	0.0%
21	27%	-36%	0%	-1.0%
22	3%	-5%	8%	0.1%
23	5%	-11%	-14%	10.0%
24	4%	16%[46.1 µM]	-11%	1.3%
25	5%[38.3 µM]	-18%[46.1 µM]	-23%	-2.0%
26	-2%[38.3 µM]	-6%[46.1 µM]	8%	?
27	25%	-9%[46.1 µM]	-10%	-3.4%
28	27%[38.3 µM]	-5%[46.1 µM]	-20%	1.8%
29	1%	-6%[46.1 µM]	16%	-0.9%
30	nt	19%	20%	4.1%

Going on with the list:
no.	SMILES	GoLoco inh red	Luc counter	SMN2 splice up	RECQ1 inh
31	Cc1ccc(SCC(=O)Nc2ccc(-c3nc4ccccc4[nH]3)cc2)cc1	7%	0%	5.6µM*	i
32	COC(CNC(=O)CNC(=S)N(Cc1ccccc1)Cc1cccnc1)OC	2%	4%	2%	i
33	O=C1NC(=S)S/C1=C\c1ccc(SCc2ccco2)o1	73%[activator]	-3%	nt	5µM*
34	Cc1ccc(N2C(=O)CC(SCC(=O)Nc3ccc(S(N)(=O)=O)cc3)C2=O)cc1 (stereo unspecified)	-5%	nt	nt	i
35	Cc1cccc(NC(=O)NC2CC(=O)N(c3ccc4c(c3)OCCO4)C2)n1 (stereo unspecified)	8%	2%	-9%	1%
36	CC(C)CN1C(=S)SC(C)(C)C1n1oc(=O)n(-c2ccccc2)c1=O (stereo unspecified)	-2%	-1%	-15%	-6%
37	CNC(=S)NNC(=O)c1ccc(N(C)C)cc1	-1%	nt	nt	-10%
38	CCOC(=O)c1cnc2c(C)cc(C)cc2c1Nc1ccc(S(=O)(=O)Nc2ncccn2)cc1	-16%	1%	29%	0%
39	CC(=O)Nc1ccc(C(=O)CSc2nc3ccc(C)cc3[nH]2)cc1	7%	-6%	47%	?
40	CCOC(=O)c1cc(CC)sc1NC(=O)CSc1nc2ccccc2c(=O)n1Cc1ccco1	6%	2%	3%	0%

no.	IMPase Li inh	NPSR antag	JMJD2E inh	Epigenetic derep
31	-4%	-34%	?	8.4%
32	-17%	10%	-2%	-1.1%
33	49%[activator]	-29%	?	-2.2%
34	-5%	24%	1%	1.3%
35	-5%	9%	2%	3.0%
36	11%	-11%	7%	1.6%
37	nt	8%	-7%	0.0%
38	-1%	-25%	3%	-1.0%
39	-5%	7%	5%	-1.3%
40	-5%	-28%	?	-1.9%

(list continues)
no.	SMILES	GoLoco inh red	Luc counter	SMN2 splice up	RECQ1 inh
41	O=[N+]([O-])c1ccc(NC2CCN(Cc3ccccc3)CC2)c([N+](=O)[O-])c1	14%	3%	0%	-3%
42	O=C(O)C1C2C=CC(O2)C1C(=O)NCc1ccc2c(c1)OCO2 (stereo unspecified)	-9%	-1%	-16%	i
43	CC(=C/c1ccccc1)/C=N/NC(=O)c1cccs1	7%	nt	nt	0%
44	Cc1c(C#N)c2ccccc2n1CCOc1ccccc1F	6%	0%	-8%	6%
45	COc1cc(S(=O)(=O)N2CCOCC2)cc(C(=O)c2nccn2C)c1OC	3%	0%	-22%	-1%

no.	IMPase Li inh	NPSR antag	JMJD2E inh	Epigenetic derep
41	20%	-19%	8%	-0.6%
42	-7%	-4%[46.1 µM]	-2%	3.5%
43	nt	?	-16%	-1.2%
44	9%[38.3 µM]	-24%[46.1 µM]	7%	-0.9%
45	-3%[38.3 µM]	-1%[46.1 µM]	3%	-1.0%
